Bioassay records deposited in PubChem by National Center for Advancing Translational Sciences (NCATS).
S3 lipid droplet: qHTS Assay for Lipid Storage Modulators in Drosophila S3 Cells | Drosophila S3 cells, BODIPY lipid droplet fluorescence, 18-24 h; cells fed with added oleic acid | lipid storage change, negative = inhibition, % at the top dose, mostly 46.1 µM; hits show Potency in µM | actives 0.64% (n = 320,000); active = well fitted inhibition curve with a large enough effect in the signal ratio, with a control signal flat, not every such curve was filed as active; inconclusive = small, poorly fitted or top-dose-only effect, or effect the other way, or a change in a side signal; the % refers to the signal ratio
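Drosophila S3 cells loaded with oleic acid (400 uM, as added) and compounds at several concentrations; lipid droplets imaged by 488-nm laser-scanning cytometry, 500–530 nm intensity and object ratio to cell channel. Percent activity normalized to 20 uM Triacsin C.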
S3 lipid droplet cell count max: recorded beside S3 lipid droplet, whose call it bears; cell number change, %; measured here: cell count max response;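 cells counted by Cell Tracker Red CMTPX staining in the red channel; peak over a dose series mostly up to 46.1 µM; percent activity relative to internal control wells on each plate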
Numbers without * were called inactive; i = inactive; ? = inconclusive; / = no result given. % is scaled to controls: 0 for no effect and ±100 for the full control effect; potency is read from the fitted curve at half-maximal effect. These rows are one share of the data (hit frequency here may not be typical).

Molecule	S3 lipid droplet	S3 lipid droplet cell count max
CCc1nc2cc([N+](=O)[O-])c([N+](=O)[O-])cc2[nH]1	?	/
COc1ccc(C2NC(=S)NC3=C2CCc2cc(OC)ccc23)cc1 (stereo not given)	-2%	6
CCCC(C)NS(=O)(=O)c1ccccc1 (stereo not given)	0%	3
Cc1nn(Cc2ccccc2Cl)c2sc(C(=O)NCCCn3ccnc3)cc12	24%	-12
Nc1nc(-c2ccccc2)[nH]c(=O)c1N=O	?	/
Cc1ccc(C2(C(F)(F)F)NC(=O)N3C(=C2C#N)Nc2ccccc23)cc1 (stereo not given)	?	/
O=[N+]([O-])c1ccc(-c2nnc(-c3ccccc3)c(NCCCO)n2)cc1	?	/
O=C(Nc1nc2ccc(SC(F)F)cc2s1)c1ccc2c(c1)S(=O)(=O)c1ccccc1C2=O	?	/
O=C(C1CCOCC1)N1CCCC(N2CCN(c3cccc(Cl)c3)CC2)C1 (stereo not given)	?	/
Fc1ccc(NC(=S)N2CCN(C/C=C/c3ccccc3)CC2)c(F)c1	?	/
O=C(C1=C(O)C(=O)N(CCN2CCOCC2)C1c1cccnc1)c1cc2ccccc2o1 (stereo not given)	?	/
O=C(Nn1cnnc1)c1ccc(Br)s1	11%	9
C#CCOCCOCCOCCNc1nc(N2CCN(C(=O)[C@H]([C@@H](C)O)n3cc(CCCCN)nn3)CC2)nc(N2CCN(C(=O)[C@H](Cc3ccc(O)cc3)n3cc(CCO)nn3)CC2)n1	?	/
CCN(CC)S(=O)(=O)c1ccc(NC(=O)COC(=O)c2ccc(-n3nc(C)cc3C)cc2)cc1	i	/
CC(=O)Nc1cccc(-n2nnc(SCC(=O)Nc3ccc(F)c(Cl)c3)n2)c1	5%	11
Cc1ccc(C(=O)N/C(=C\c2ccc(-c3cccc([N+](=O)[O-])c3)o2)C(=O)NCCCN2CCOCC2)cc1	?	/
COCCOC(=O)C1=C(N)Oc2c(oc(CO)cc2=O)C1c1ccccc1F (stereo not given)	i	/
O=C(NCc1cccnc1)C(=O)NCC(c1ccco1)N1CCOCC1 (stereo not given)	11%	/
Cc1oc(/N=C/c2ccc(Cl)cc2)c(C#N)c1C	?	/
CN(CC(=O)NCCN1CCCCCC1)S(=O)(=O)c1cccc2nsnc12	7%	-7
COc1cccc(C(=O)Nc2ccc3nc(N4CCOCC4)cc(C)c3c2)c1	-5%	/
Cc1ccnc(NC(=O)c2ccc(NS(=O)(=O)/C=C/c3ccccc3)cc2)c1	?	/
COc1ccc(OC)c(C(C)NC(=O)C(C)Cc2ccccc2)c1 (stereo not given)	?	/
O=C(O)c1ccc(C(=O)C(=O)c2ccccc2)cc1	-5%	-7

An excerpt from above in order of number of heavy atoms, lowest first.
Molecule	S3 lipid droplet	S3 lipid droplet cell count max
O=C(O)c1ccc(C(=O)C(=O)c2ccccc2)cc1	-5%	-7
O=[N+]([O-])c1ccc(-c2nnc(-c3ccccc3)c(NCCCO)n2)cc1	?	/
COc1cccc(C(=O)Nc2ccc3nc(N4CCOCC4)cc(C)c3c2)c1	-5%	/

Next section:
Molecule	S3 lipid droplet	S3 lipid droplet cell count max
O=C(Cn1cncc1-c1ccc([N+](=O)[O-])cc1)Nc1ccccc1F	i	4
Cc1ccc(CCNC(=O)C2CCC(CNc3c(N4CCCC4)c(=O)c3=O)CC2)cc1 (stereo not given)	?	/
CC(=O)C1=C(C)NC(SCC(N)=O)=C(C#N)C1c1cccnc1 (stereo not given)	?	/
COc1ccc(CC(=O)Nc2c3c(nn2-c2ccccc2C)CS(=O)C3)cc1 (stereo not given)	10%	15
O=C(CSc1nnnn1C1CCCC1)Nc1ccc2c(c1)OCO2	?	/
CCCSc1nc(SCC(=O)NCc2ccccc2)c2c3c(sc2n1)COC(C)(CC)C3 (stereo not given)	1%	/
CC(C)N(Cc1cnn(C)c1)C(=O)c1ccc(OC2CCN(Cc3ccccn3)CC2)cc1	i	/
O=C(CNC(=O)c1ccccc1F)N/N=C/c1cn[nH]c1-c1ccccc1	3%	14
S=C(NCc1cccnc1)Nc1ccc(Cl)cc1Cl	?	/
CS(=O)(=O)N1CCc2cc(S(=O)(=O)Nc3ccc4oc5c(c4c3)CCCC5)ccc21	i	-7
CC(C)c1ccc(NC(=O)c2ccccc2NC(=O)C2CCCCC2C(=O)O)cc1 (stereo not given)	-12%	-15
COC(=O)C1=C(C)NC(C)=C(C(=O)OC)C1C(=O)OCc1nnc(-c2ccccc2)o1	?	/
O=C(Nc1ccccc1)c1nnn(Cc2ccccc2)c1NC(=O)C(F)(F)F	7%	3
Cc1ccccc1-n1nnnc1SCC(=O)NNC(=O)c1ccc(NC(=O)CC#N)cc1	?	/
CSc1ncc(C(=O)O)c(C)n1	2%	-10
COc1cccc(C(=O)Nc2ccc(C(=O)NCC(C)C)cc2)c1	?	/
CCn1ccnc1CN(C)C(=O)CCc1nnc(CCCc2ccccc2)o1	2%	14
O=C(NC(Cc1ccccc1)C(=O)Oc1ccc2c(C(F)(F)F)cc(=O)oc2c1)OCc1ccccc1 (stereo not given)	?	/
CC1CC(=O)C2=C(C1)Nc1nc3ccccc3n1C2c1cccnc1 (stereo not given)	-6%	5
CCCC(=O)Nc1nc2ccc(NC(=O)c3ccccc3F)cc2s1	-4%	-13
Cc1ccc(N(CC#N)C(=O)CS(=O)(=O)c2cccc([N+](=O)[O-])c2)cc1	8%	-1
CCN1C(=O)c2ccccc2S(=O)c2ccc(C(=O)NCCN(CC(C)C)CC(C)C)cc21 (stereo not given)	i	23
CN1CCN(Cc2c(O)ccc3cc(-c4ccccn4)c(=O)oc23)CC1	15%	8
CN1CCN(NC(=O)c2ccc(S(=O)(=O)N3CC4(C)CC3CC(C)(C)C4)cc2)CC1 (stereo not given)	-1%	4
C=C(C)C(=O)Nc1cccc(C2=NOC3(C2)C[C@@H](C(N)=O)N(C(=O)c2ccc(Cl)cc2)C3)c1 (stereo not given in full)	13%	10
Cc1ccc(C(=O)NCC(=O)OCC(=O)N(CC(C)C)c2c(N)n(Cc3ccccc3)c(=O)[nH]c2=O)cc1C	?	/
Cc1[nH]c2ccccc2c1C(=O)C(=O)N1CCN(C(=O)c2ccco2)CC1	i	27
Fc1cccc(NC(=S)Nc2cccnc2)c1	?	/
N#C/C(=N\Nc1ccccc1)C(=N)N1CCOCC1	-2%	20
Cc1ccc(-c2nc(=S)c3c(n2Cc2ccco2)CCCC3)cc1	?	/
CCN1C(=O)c2cccc3c(S(=O)(=O)Nc4ccncc4)ccc1c23	?	/
COc1ccccc1C(=O)Nc1nnc(S(=O)(=O)N2CCOCC2)s1	i	/
O=C(CCc1ccccc1)N1CCN(S(=O)(=O)c2cccs2)CC1	?	/
COC(=O)C1=C(C)N(CCc2ccccc2)C(=O)/C1=C\c1ccco1	?	/
O=C(NNC(=O)c1ccccc1C(F)(F)F)c1csc(N2CCOCC2)n1	-3%	4
CCCCC1CCC(c2nc(-c3ccccn3)no2)CC1 (stereo not given)	?	/
CC(=O)c1cnc(Nc2ccc(C)cc2)s1	?	/
CC(C)CNC(=O)CSc1nc2scc(-c3ccccc3)c2c(=O)[nH]1	19%	/
Cc1cccc(NC(=O)CNC(=O)Cn2cc(C(F)(F)F)cc(Cl)c2=O)c1C	?	/
COc1ccc(CN2CC(C(=O)NCCCN3CCCCC3)CC2=O)cc1 (stereo not given)	?	/
Cc1ccc(OCC(=O)NCCc2nc3ccccc3[nH]2)c(C)c1	20%	-15
N#CC1=C(N)Oc2n[nH]c(-c3ccc(F)cc3)c2C1c1cccnc1 (stereo not given)	-6%	2
CCn1c(SCC(=O)OC(C)C)nnc1-c1ccccc1OC	4%	/
O=C(Nc1ccnn1C1CCN(Cc2c[nH]c3ccccc23)CC1)c1ccccc1	?	/
Nn1c(CSc2nc3ccccc3o2)nnc1CSc1nc2ccccc2o1	i	/
CCOc1ccc([N+](=O)[O-])c(N)c1	16%	12
CSC1=C(C#N)C(=O)NC(c2ccc(Cl)cc2)S1 (stereo not given)	8%	15
CCOC(=O)N1CCN(CCC(=O)Nc2cc([N+](=O)[O-])ccc2OC)CC1	?	/
COC(=O)N1C(=O)[C@@](c2ccccc2)(C2CCCC2)N1C(=O)OC	i	-17
Cc1cnc(NC(=O)c2ccc(F)c(S(=O)(=O)N3CCOCC3)c2)s1	?	/
CCC(C)[C@H](NC(=O)C1CC(=O)N(c2ccc(OC)cc2)C1)C(=O)NC1CCCC1 (stereo not given in full)	?	/
COc1cccc(-c2csc(NC(C)=O)n2)c1	?	/
Nc1c(C(=O)c2ccc(Cl)cc2)oc2ccccc12	i	9
CC(C)Oc1ccc(C(=O)NCC(=O)Nc2ccc3c(c2)CCC3)cc1	i	11
O=S(=O)(c1cccc(-c2nnc(SCc3ccc(Cl)cc3)o2)c1)N1CCCCC1	?	/
COc1ccccc1NS(=O)(=O)c1ccc(O)c(C(=O)OCC(=O)Nc2ccccc2F)c1	?	/

(continued)
Molecule	S3 lipid droplet	S3 lipid droplet cell count max
O=C1c2cccc3cc([N+](=O)[O-])cc(c23)C(=O)N1c1ccccc1O	-21%	0
Cc1nc(-c2ccc(Cl)cc2)sc1C1(C)CC(c2cccnc2)=NO1 (stereo not given)	?	/
COc1cccc2cc(-c3cc(=O)oc4cc(C)c(O)cc34)oc12	i	/
O=C(NC1CCCC1)C(c1ccncc1)N(C(=O)c1ccco1)c1ccc(Cl)cc1 (stereo not given)	?	/
COc1ccc(-c2nnc(NC(=O)c3cc(Cl)ccc3Cl)o2)cc1	?	/
CCCN(CCC)C(=O)c1cn(CC)c2ccc(S(=O)(=O)N3CCCCC3)cc2c1=O	i	17
CC(=O)Nc1nc2cc3c(cc2s1)OCO3	?	/
CCCn1c(SCCN2C(=O)c3ccccc3C2=O)n[nH]c1=O	?	/
COc1ccc(C/C(C)=N\NC(=O)c2cn(C)c3ccccc23)cc1OC	?	/
O=C(CN(C(=O)CCC(=O)Nc1ccccn1)c1ccc2c(c1)OCO2)NCc1ccc(F)cc1	?	/
CCc1ccc(NC(=O)C2CCCCC2C(=O)O)cc1 (stereo not given)	?	/
CCN(CC)c1nc2ccccc2[nH]1	-13%	-3
S=C(NN=C1C2CC3CC(C2)CC1C3)Nc1ccccc1	i	/
COC(=O)c1ccc(N(C(=O)CNC(=O)c2ccco2)C(C(=O)NCC2CCCO2)c2ccc(OC)c(OC)c2)cc1 (stereo not given)	?	/
CC12C(=O)N(n3cnnc3)C(=O)C1C1C=CC2C1 (stereo not given)	18µM*	2.6*
COC(=O)c1cccc(NC(=S)NC(C)C)c1	0%	2

The list goes on; the last 5 above are carried over.
Molecule	S3 lipid droplet	S3 lipid droplet cell count max
CCN(CC)c1nc2ccccc2[nH]1	-13%	-3
S=C(NN=C1C2CC3CC(C2)CC1C3)Nc1ccccc1	i	/
COC(=O)c1ccc(N(C(=O)CNC(=O)c2ccco2)C(C(=O)NCC2CCCO2)c2ccc(OC)c(OC)c2)cc1 (stereo not given)	?	/
CC12C(=O)N(n3cnnc3)C(=O)C1C1C=CC2C1 (stereo not given)	18µM*	2.6*
COC(=O)c1cccc(NC(=S)NC(C)C)c1	0%	2
CCOC(=O)C1CCCN(C(=O)CCn2nc(-c3ccccc3)ccc2=O)C1 (stereo not given)	?	/
Cc1ccc(S(=O)(=O)N(C)CC(=O)OCC(=O)N2CCN(c3ccccc3)CC2)cc1	7%	-1
COCC1CCN(C(=O)c2cc(COc3ccc(C)c(C)c3)on2)C1 (stereo not given)	?	/
O=C(COC(=O)CSc1ccc([N+](=O)[O-])cc1)NCc1cccs1	19%	2
COc1cc(/C=C/CO)cc(OC)c1O[C@@H]1O[C@H](CO)[C@@H](O)[C@H](O)[C@H]1O	1%	5
c1ccc(-c2oc3ncnc(NCCCN4CCOCC4)c3c2-c2ccccc2)cc1	?	/
CC(C)(C)C(=O)Nc1sc2c(c1C#N)CCC2	?	/
O=C(c1cccc(C(=O)N2CCN(Cc3ccccc3)CC2)c1)N1CCN(Cc2ccccc2)CC1	i	-23

2 records drawn at random from those above, as already listed:
Molecule	S3 lipid droplet	S3 lipid droplet cell count max
Cc1ccc(S(=O)(=O)N(C)CC(=O)OCC(=O)N2CCN(c3ccccc3)CC2)cc1	7%	-1
CC(C)(C)C(=O)Nc1sc2c(c1C#N)CCC2	?	/

Remaining list, next part.
Molecule	S3 lipid droplet	S3 lipid droplet cell count max
O=C(COC(=O)CCc1nc2ccccc2c(=O)[nH]1)Nc1ccc(OC(F)(F)F)cc1	6%	8
CCOC(=O)c1c(N)nn(C(=O)c2ccccc2F)c1-c1ccc(OC)cc1	3%	2
CCS(=O)(=O)Nc1ccccc1C(N)=O	i	/
COc1ccc(CCn2c(NN)nc3c2c(=O)[nH]c(=O)n3C)cc1	?	/
CCCCC/S(CC1CC1(Cl)Cl)=N\S(=O)(=O)c1ccc(C)cc1 (stereo not given)	0%	1
Cc1ccc(S(=O)(=O)NCCC(=O)NC2CCCCC2C)cc1 (stereo not given)	?	/
C/C(=N\Nc1cc(-c2ccccc2)nc(-c2ccccc2)n1)c1ccc(O)c(C)c1	?	/
Cc1ccncc1C(N)=O	4%	-2
COc1cccc(CN(C)C(=O)CN2C(=O)NC(c3ccccc3)(c3ccccc3)C2=O)c1OC	i	-1
